TDP1 block – qHTS Assay for Inhibitors of Tyrosyl-DNA Phosphodiesterase (TDP1). AID 485290, 2010. recombinant TDP1, AlphaScreen DNA substrate cleavage. Potency, µM (top dose mostly 130 µM), for the others: at the highest dose activity change, negative = inhibition, usual class: inhibitors. 350,000 tested, 0.28% active; active = well fitted inhibition curve with a large enough effect; inconclusive = small, poorly fitted or top-dose-only effect; inactive = no such curve, though single readings can be large or run the other way; also: nearly all actives have a fitted effect of over 40% in size
Target sequence (Q9NUW8 whole entry, looked up): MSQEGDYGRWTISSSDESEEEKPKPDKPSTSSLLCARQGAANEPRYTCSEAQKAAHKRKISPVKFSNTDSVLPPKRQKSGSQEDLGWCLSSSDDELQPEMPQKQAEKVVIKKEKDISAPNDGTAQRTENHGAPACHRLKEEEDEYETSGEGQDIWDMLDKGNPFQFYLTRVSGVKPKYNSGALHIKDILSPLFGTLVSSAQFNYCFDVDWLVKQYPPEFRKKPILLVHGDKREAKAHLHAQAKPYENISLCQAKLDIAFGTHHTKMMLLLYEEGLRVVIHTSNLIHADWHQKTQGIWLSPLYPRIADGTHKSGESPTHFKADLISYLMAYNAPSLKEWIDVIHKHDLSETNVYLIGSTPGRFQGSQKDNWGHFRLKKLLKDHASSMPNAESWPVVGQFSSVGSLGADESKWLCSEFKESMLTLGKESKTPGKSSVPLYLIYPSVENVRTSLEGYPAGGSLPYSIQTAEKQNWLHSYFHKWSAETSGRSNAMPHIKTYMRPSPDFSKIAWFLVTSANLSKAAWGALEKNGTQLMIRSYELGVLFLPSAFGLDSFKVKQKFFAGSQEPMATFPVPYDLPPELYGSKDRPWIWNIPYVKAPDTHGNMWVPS
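AlphaScreen read-out: signal falls as enzyme removes the 3' tyrosine-FITC from a 5'-biotinylated DNA oligo (15 nM, 5 min, RT). Enzyme was E. coli-made recombinant Tdp1 at 1 nM, exposed to compound for 15 min beforehand; beads 10 ug/ml, 10 min.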
* = called active by the depositor; ? = inconclusive; & = joins results of further samples; [ ] = dose if it differs, or a comment. % is scaled to controls: 0 for no effect and ±100 for the full control effect; potency is read from the fitted curve at half-maximal effect.

TDP1 block,SMILES
10%,O=c1cc(-c2cc(O)c(O)c([C@@H]3O[C@H](CO)[C@@H](O)[C@H](O)[C@H]3O)c2)oc2cc(O[C@@H]3O[C@H](CO)[C@@H](O)[C@H](O)[C@H]3O)cc(O)c12
3%[234 µM],O=c1cc(-c2ccccc2)[nH]c2ccc(Cl)cc12
6%,C/C=C(/C)C(=O)O[C@H]1C[C@@]2(C)O[C@H]2[C@@H](OC(C)=O)C2(C)CC[C@@](O)(C(C)C)C12 (stereo not given in full)
?,Cc1ccccc1C(=O)N=c1c(C#N)cc2c(=O)n3cccc(C)c3nc2n1Cc1ccco1
-4%,Cc1cc(C)nc(Nc2ncn[nH]2)n1
7%,CC/C=C\C[C@H](O)/C=C/C=C\C/C=C\C/C=C\CCCC(=O)O
-1%,N#Cc1ccc(OC2=NS(=O)(=O)c3ccccc32)cc1
7%,CCCn1c(C)nc2c(NC(C)CCCN(CC)CC)nc(C)nc21 (stereo not given)
-8%,O=C(O)/C=C/C(=O)Nc1ccc(Oc2ccc(NC(=O)/C=C/C(=O)O)cc2)cc1
-7%,Cc1cc(NC(=O)CN2CC3CC(C2)c2cccc(=O)n2C3)nc2c1c(=O)oc1ccccc12 (stereo not given)
0%,CCC(Sc1ncc(S(=O)(=O)c2ccc(C)cc2)c(=O)[nH]1)C(=O)Nc1cc(C)ccc1C (stereo not given)
8%,CC(C)(C)OC(=O)NCCCCC1=CC2=CC(=O)C(C)(OC(=O)c3cccs3)C(=O)C2=CO1 (stereo not given)
-2%,CC(=O)C(=O)O
9%,CC[C@H](C)[C@H](NC(=O)[C@H](Cc1ccc(O)cc1)NC(=O)[C@@H]1CCCN1C(=O)[C@@H](N)CCCN=C(N)N)C(=O)N[C@@H](CC(C)C)C(=O)O
7%[21 µM],CC1(C)O[C@@H]2O[C@H]([C@H](O)CO/N=C3/[C@H]4O[C@@H]4[C@@H](O)[C@H]4[C@H]3CCn3c(=O)n(-c5ccccc5)c(=O)n34)[C@@H](O)[C@@H]2O1
1%,Nc1ccc(S(=O)(=O)N2CCCN(S(=O)(=O)c3ccc4c(c3)OCCO4)CC2)cc1
7%[21 µM],O=C(N/N=C1/C[C@@H](O)[C@@H](O)[C@@H]2[C@@H]3C(=O)N(Cc4ccc5c(c4)OCO5)C(=O)[C@H]3CC[C@@H]12)OCc1ccccc1
10%,COc1ccc(Nc2nccc(NCCO)n2)cc1
6%,C=C(C)C(=O)/C=C/c1ccc(C(F)(F)F)cc1
3%,Cc1ccc(S(=O)(=O)N2CCCCC2)cc1NC(=O)c1ccc2c(=O)n3c(nc2c1)CCCCC3
3%,CNC(=O)[C@@H](Cc1ccccc1)N(C)C(=O)[C@@H](Cc1ccc2ccccc2c1)N(C)C(=O)/C=C/CC(C)(C)N
5%&3%,COC(=O)[C@H](Cc1ccccc1)NC(=O)O[C@@H]1C(=O)c2cc(OC)ccc2O[C@H]1c1ccc(OC)c(Br)c1
4%,COC(=O)NC1C=CCCC1C(C)=O (stereo not given)
0%,O=C(COC(=O)CC(c1ccccc1)c1ccccc1)Nc1c(F)cccc1F
6%,COc1cc(/C=C(\C#N)C(=O)Nc2nnc(C(F)(F)F)s2)ccc1OCc1ccc(C(F)(F)F)cc1C(F)(F)F
8%,COc1ccc(C2C=C3CN(C(=O)OC(C)(C)C)S(=O)(=O)C3CC2OC(=O)c2cccc(C)c2)cc1 (stereo not given)
-1%,COC(=O)[C@@H](NC(=O)O[C@@H]1C(=O)c2cc(Br)ccc2O[C@H]1c1ccc2c(c1)OCO2)C(C)C
-1%,COCCCNC(=O)Cn1nnc(-c2ccc(NC(=O)c3cccnc3)cc2)n1
-4%,O=C(c1ccc(F)cc1)n1nc(-c2ccccc2)nc1NCc1ccc(F)cc1
0%,CNc1nc2c(c(=O)[nH]c(=O)n2C)n1CCOC
-2%,CCN(CC)CCOCCOC(=O)C(CC)(CC)c1ccccc1 (tested in a mixture with another compound)
9%,COC(=O)C=P(c1ccccc1)(c1ccccc1)c1ccccc1
5%[21 µM],Cc1ccc(S(=O)(=O)N[C@H]2COC(=O)C/C=C\[C@@H](C)[C@H](NS(=O)(=O)c3ccc(C)cc3)COC(=O)[C@H](C)NC(=O)C/C=C\[C@H]2C)cc1
7%,COP1(=O)CC(O)C(O)C(COCc2ccccc2)O1 (stereo not given)
-10%,COC(=O)C(CC(C)C)NS(=O)(=O)c1ccccc1Br (stereo not given)
2µM*,CC12C=C(/C=C/C=C/c3ccco3)C(C)(C1)C(/C=C/c1ccco1)CC2=O (stereo not given)
5%,NC(=O)CCCCC(N)=O
13%,Nc1cc(Cl)c(N)c(Cl)c1
-3%,CCC(=O)N1CCN(c2ccc(NC(=O)c3ccc(-c4ccccc4)cc3)cc2)CC1
3%,C=CCn1c(=O)n(CC=C)c(=O)n(CC=C)c1=O
4%,c1ccc2c(N3CCCCC3)nnc(N3CCCCC3)c2c1
5%,CCOC(=O)N1CCN(c2ncc3c(n2)CC(c2ccccc2O)CC3=O)CC1 (stereo not given)
-7%[56.1 µM],COC1OC(CO)C(OC2OC(C(=O)O)C(OC3OC(COS(=O)(=O)O)C(OC4OC(C(=O)O)C(OC5OC(CO)C(OC6OC(C(=O)O)C(OC7OC(COS(=O)(=O)O)C(OC8OC(C(=O)O)=C[C@H](O)C8OS(=O)(=O)O)C(O)C7NC(C)=O)[C@@H](O)C6O)C(O)C5NC(C)=O)[C@@H](O)C4O)C(O)C3NC(C)=O)[C@@H](O)C2O)C(O)C1NC(C)=O (stereo not given in full)
14%,Cc1ccc(CNC(=O)[C@H](C)[C@@H]2C[C@@]2(C)[C@@H](NC(=O)OCc2ccccc2)c2ccccc2)o1
40µM*,C[C@H]1C(c2cccc(Cl)c2)=NN(c2ccccc2)[C@@H]1CO
6%[234 µM],COc1ccc(C2=N[C@H](c3ccccc3)CO2)cc1
2%,CCC(NC(=S)NC1CCCCC1)c1ccccc1 (stereo not given)
8%,CCN1C(C)=C(C(=O)OC(C)C)C(c2ccccc2Cl)C2=C1COC2=O (stereo not given)
14%,COc1ccc(SCC(Cc2ccccc2)N2CCN(C)CCC2=O)cc1 (stereo not given)
7%,C=CCNc1ccc(N2C(=O)C3CCC(C)CC3C2=O)cc1[N+](=O)[O-] (stereo not given)
8%,CCOC(=O)c1ccc2c(c1)N(CC(=O)Nc1ccc(CC)cc1)C(=O)c1ccccc1S2
1%,N#Cc1c2c(c(N3CCN(c4ccccn4)CC3)n3c1nc1ccccc13)CCC2
6%,COC(=O)c1ccc(C(/C=C/[C@@H](C)C(=O)N(C)C)NC(=O)OCc2ccccc2)cc1 (stereo not given in full)
6%,CCOC(=O)c1[nH]c2ccc(Br)cc2c1NC(=O)CCN1CCCC(C)C1 (stereo not given)
5%,C/C(=N/NC(=O)C(=O)N/N=C(/C)c1ccccc1)c1ccccc1
5%,CC(C)S
5%,Cc1cc(C)cc(C(=O)N2CC(=O)Nc3ccc(Br)cc3C2c2ccccc2)c1 (stereo not given)
12%,CC(C)C[C@H](NC(=O)CN(C)C(=O)[C@H](Cc1ccccc1)NC(=O)[C@H](Cc1ccccc1)NC(=O)[C@H](CCC(N)=O)NC(=O)[C@H](CCC(N)=O)NC(=O)[C@@H]1CCCN1C(=O)[C@H](CCCCN)NC(=O)[C@@H]1CCCN1C(=O)[C@@H](N)CCCN=C(N)N)C(=O)N[C@@H](CCS(C)(=O)=O)C(N)=O
14%,COc1cccc([C@@H]2Oc3ccc(Br)cc3C(=O)[C@H]2OC(=O)Nc2ccc(OC(F)F)cc2)c1
3%,CC1(C)CCC[C@@](C)([C@H]2CC[C@]3(C)[C@@H]2[C@H](O)C[C@@H]2[C@@]4(C)CC[C@H](O)C(C)(C)[C@@H]4CC[C@]23C)O1

No new results follow: entries from further up.
TDP1 block,SMILES
5%,Cc1cc(C)cc(C(=O)N2CC(=O)Nc3ccc(Br)cc3C2c2ccccc2)c1 (stereo not given)
12%,CC(C)C[C@H](NC(=O)CN(C)C(=O)[C@H](Cc1ccccc1)NC(=O)[C@H](Cc1ccccc1)NC(=O)[C@H](CCC(N)=O)NC(=O)[C@H](CCC(N)=O)NC(=O)[C@@H]1CCCN1C(=O)[C@H](CCCCN)NC(=O)[C@@H]1CCCN1C(=O)[C@@H](N)CCCN=C(N)N)C(=O)N[C@@H](CCS(C)(=O)=O)C(N)=O
14%,COc1cccc([C@@H]2Oc3ccc(Br)cc3C(=O)[C@H]2OC(=O)Nc2ccc(OC(F)F)cc2)c1
3%,CC1(C)CCC[C@@](C)([C@H]2CC[C@]3(C)[C@@H]2[C@H](O)C[C@@H]2[C@@]4(C)CC[C@H](O)C(C)(C)[C@@H]4CC[C@]23C)O1

Continuation:
TDP1 block,SMILES
3%,COc1cccc(OCc2nnc(-c3cccs3)o2)c1
-1%[21 µM],C=CCOC(=O)C(C(C)=O)C(NC(=O)OC)c1cccc(F)c1 (stereo not given)
4%,CCC1=C2CC[C@H]3C(=O)NC(=O)[C@H]3[C@H]2[C@@]2(C)C(=O)N(CC3CC3)C(=O)N2C1=O
1%,Cc1nc2cc(-c3ccccc3)nn2c(C)c1CCC(=O)N1CCN(c2ccccn2)CC1
-1%,CCn1c(SCc2nnc(-c3ccccc3)o2)nc2c1c(=O)n(C)c(=O)n2C
5%,O=C(O)c1cc(Cl)c(Cl)cc1C(=O)Nc1cccnc1
0%,CC(=O)Nc1ccc(N2CCc3c(C)c(C#N)c4nc5ccccc5n4c32)cc1
21%,O=[N+]([O-])c1cc(N(CCO)CCO)ccc1NCCO
6%,CC(C)Cn1nnnc1S(=O)(=O)CCc1ccccc1
-3%,N#Cc1nc(NC2CCCC2)c2ncn(-c3cc(F)cc(F)c3)c2n1
9%,Cc1ccc(S(=O)(=O)c2cnc(SCC(=O)Nc3ccc4c(c3)OCCO4)[nH]c2=O)cc1Cl
2%,CN(C=O)CP(=O)(O)CN1CCCCC1
-3%,COc1ccc2oc(-c3cccc(NC(=O)c4ccc(C#N)cc4F)c3)nc2c1
3%[12.3 µM],C=CC1=C2C=C(C3CC3)N(CCOC)C=C2C(=O)C(C)(OC(=O)c2ccco2)C1=O (stereo not given)
-1%,N#Cc1ccc(-c2nc3cc(C#N)c(C#N)cc3nc2-c2ccccc2)cc1C#N
6%,Cc1nc(N=Nc2cc([N+](=O)[O-])ccc2Cl)c(COP(=O)(O)O)c(C=O)c1O
1%,CC1(c2ccc([N+](=O)[O-])cc2)CC(C)(C)N(C(=O)c2ccccc2)c2ccccc21 (stereo not given)
8%,COc1ccc2c(c1O)C(=O)c1ccccc1C2=O
0%,COc1ccc(CC(NC(C)=O)C(=O)NC2CCN(c3nnnn3-c3ccccc3)CC2)cc1OC (stereo not given)
14%[21 µM],C[C@H](Oc1ccccc1)C(=O)N[C@@H]1C(=O)N2[C@@H]1SC(C)(C)[C@@H]2C(=O)O
6%,CCCCC/C=C\C[C@@H]1O[C@H]1C(O)/C=C\C/C=C\CCCC(=O)O (stereo not given in full)
0%,O=c1[nH]c(-c2ccc(Cl)cc2)nc2c1cnn2-c1ccccc1
2%,O=S(=O)(c1ccc2c(c1)OCCO2)N1CCN(S(=O)(=O)c2ccccc2F)CC1
-8%,BrC1C(Br)C(Br)C(Br)C(Br)C1Br (stereo not given)
5%[21 µM],COC(=O)NC(CC(C)=O)c1ccccc1 (stereo not given)
2%&4%&7%[21 µM],CC1CN2C(CCC(C)C2c2ccc(Br)cc2)C(=O)O1 (stereo not given)
20%,Cc1ccc(CNc2ncnc3ccc(-c4c(C)noc4C)cc23)o1
5%[21 µM],CC12C=C(/C=C/c3ccc(C(F)(F)F)cc3)C(C)(C1)C(c1ccc(C(F)(F)F)cc1)CC2=O (stereo not given)
0%,Cc1[nH]c2ccccc2c1C(c1ccccc1)c1cccs1 (stereo not given)
3%,CCOc1ccc(C(C)=O)cc1Cc1c(O)nc(N)[nH]c1=O
10%,COc1ccc(OC)c(C2=Nn3c(nnc3-c3cccc(OC)c3OC)SC2)c1
0%,Cc1ccc2nc3n(c(=O)c2c1)-c1ccc(Cl)cc1C(=O)NC3CC(C)C (stereo not given)
-3%,CCn1c(C)nc2cc(C(=O)n3cc(C(=O)c4ccccc4O)cn3)ccc21
-3%,COc1ccc(N2CCN(C(=O)CCS(=O)(=O)c3cc4c(cc3Cl)NC(=O)CO4)CC2)cc1
6%,CC(C)CCNC(=O)[C@H](CC(C)C)NC(=O)[C@H]1O[C@@H]1C(=O)O
15%[21 µM],CO[C@H]1C=CO[C@]2(C)Oc3c(C)c(O)c4c(O)c(c5c(c4c3C2=O)NC2(CCN(CC(C)C)CC2)N=5)=NC(=O)C(C)=CC=C[C@@H](C)[C@@H](O)[C@@H](C)[C@@H](O)[C@@H](C)[C@@H](OC(C)=O)[C@@H]1C
6%[21 µM],COC(=O)CC1c2ccccc2C(Cc2ccc(OC)cc2)C(C)N1C(=O)OC (stereo not given)
-8%,CCN(CC)CCOC(=O)c1ccc(NC(=O)c2cc3c(s2)-c2ccccc2OC3)cc1
6%,CN1C(=O)N(C)C2(c3ccccc3)Nn3c(s/c(=C/c4ccccc4F)c3=O)=NC12c1ccccc1 (stereo not given)
4%[21 µM],COc1cccc(CC(=O)N2CCc3nc(-c4ccccc4)c4c(c3C2)CO[C@@H](C)C4)c1
6%,Cc1[nH]nc(N)c1N=Nc1ccc(Br)cc1
-3%,Cc1ccc(S(=O)(=O)NC(=O)O[C@@H]2C(=O)c3cc(Br)ccc3O[C@H]2c2ccc3c(c2)OCO3)cc1
4%,COc1ccc(S(=O)(=O)N2CCC(N3CCN(c4ccccc4)CC3)CC2)cc1

An excerpt from above in order of their number in TDP1 block, smallest number first:
mol	TDP1 block
CCN(CC)CCOC(=O)c1ccc(NC(=O)c2cc3c(s2)-c2ccccc2OC3)cc1	-8%
CCn1c(C)nc2cc(C(=O)n3cc(C(=O)c4ccccc4O)cn3)ccc21	-3%
Cc1ccc2nc3n(c(=O)c2c1)-c1ccc(Cl)cc1C(=O)NC3CC(C)C (stereo not given)	0%
COc1ccc(S(=O)(=O)N2CCC(N3CCN(c4ccccc4)CC3)CC2)cc1	4%
CC(C)CCNC(=O)[C@H](CC(C)C)NC(=O)[C@H]1O[C@@H]1C(=O)O	6%

From PubChem

An excerpt; the hit share may differ from the screen's.
